# From PubChem BioAssay
# LDHA inh: LDHA (human) enzyme inhibition; purified LDHA, NADH/diaphorase-resazurin fluorescence; hits give low values; activity change, % (values are at about 110 or 230 µM); AID 1347041; P00338; actives 0.15% (n = 480,000); in the data active = activity change below about -30%;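 note: plate controls were DMSO wells for no effect and wells without enzyme for full effect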
#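 Resorufin fluorescence (ex540/em590), read at 0 and 20 min after diaphorase/resazurin addition, reports the NADH left after a 5 min room-temperature reaction of 2 nM human LDH5 with 0.06 mM NADH and 0.2 mM pyruvate.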
# * marks the source's active call; other numbers are inactive results. This is a subset, so the mix of outcomes need not match the whole.
No.	LDHA inh	compound
1	0.3	Cc1cc(N2CCN(C(C(=O)O)c3c[nH]c4cc(Cl)ccc34)CC2)nc2ccccc12 (configuration not stated)
2	-3.2	COc1ccc(S(=O)(=O)Nc2c(NC3CCCC3)c3ccccc3oc2=O)cc1Cl
3	0.1	O=c1[nH]c(=O)n(Cc2ccccc2)c2c1CN(Cc1ccccc1)CN2
4	0.1	COc1cc(OC)c2c(C)c(CC(=O)Nc3ccc4c(c3)OCCO4)c(=O)oc2c1
5	5.0	O=C(NCc1ccc(Cn2cccn2)cc1)c1cn[nH]c1-c1ccccc1
6	-3.5	Cc1nc2cc(NC(=O)c3ccc(C(C)(C)C)cc3)ccc2o1
7	-4.9	CSc1ccc(NC(=O)c2n[nH]c(=O)c3ccccc23)cc1
8	10.5	CC(C)c1nnc2ccc(N3CCC(C(=O)Nc4ccc5c(c4)OCO5)CC3)nn12
9	4.8	COc1ccc(-c2ocnc2C(=O)Nc2cccc(OC)c2)cc1
10	0.9	Cc1cc(NC(=O)c2ccccc2C(F)(F)F)ccc1N1CCN(C)CC1
11	-2.5	CCC(=O)NC1(C(F)(F)F)N=C(c2ccccc2)N(CCc2ccccc2)C1=O (configuration not stated)
12	3.0	O=C(NCc1ccc(Br)o1)c1nc(-c2ccccc2)no1
13	6.8	N#Cc1ccc(OCCSCc2cccc3ccccc23)cc1
14	-4.8	COC(=O)c1ccccc1NC(=O)NCc1nc(-c2ccccc2)oc1C
15	-19.5	CCCc1nnc(NC(=O)c2cc(=O)c3cc(Cl)c(C)cc3o2)s1
16	-4.0	CCc1ccc(-c2c(C)sc(N)c2C#N)cc1
17	8.5	O=C1CSc2ccc(S(=O)(=O)N3CCCC3)cc2N1
18	1.4	O=C(CCl)c1c[nH]c2ccccc12
19	-3.8	O=C(/C=C/c1ccncc1)c1ccc(N2CCOCC2)cc1
20	1.9	N#Cc1ccsc1NC(=O)CSc1nnc(-c2ccccc2F)n1C1CC1
21	2.0	O=C(Nc1ccc(O)c(-c2nc3ccccc3o2)c1)c1cccc(Cl)c1
22	-6.0	CCN1CCCC(OC(=O)c2cccc(Br)c2)C1 (configuration not stated)
23	-0.4	O=C(/C=C/Nc1ccc(F)c(Cl)c1)c1ccc(-c2ccccc2)cc1
24	1.8	Cc1cc(=O)oc2c(C)c(OC(C)C(=O)NCc3ccc(S(N)(=O)=O)cc3)ccc12 (configuration not stated)
25	5.5	COc1ccc(S(=O)(=O)N2CCn3cccc3C2c2ccccc2F)cc1C (configuration not stated)
26	-7.4	Cc1c(CNCc2ccccc2)c(C(=O)O)c(C)n1Cc1ccc(F)cc1Cl
27	-2.1	Cn1c(=O)[nH]c(=O)c2c1nc(NCCCO)n2Cc1ccccc1
28	-1.1	NC(=S)c1ccc(C(=O)NCc2ccccc2F)cc1
29	-4.0	COc1ccc(CN2C(=O)CCC2(C)c2nnnn2-c2c(C)cccc2C)cc1 (configuration not stated)
30	2.4	CN(Cc1ccc(C(F)(F)F)cc1)C(=O)c1ccc(CNC(N)=O)cc1
31	3.7	CC(N(C)C(=O)CCc1ccco1)C(C)(C)C (configuration not stated)
32	2.3	O=C(COC(=O)c1nn(-c2ccccc2)c(=O)c2ccccc12)Nc1ccccc1-c1ccccc1
33	1.3	CCN(CC)S(=O)(=O)c1ccc(Oc2ccc3ccccc3c2)nc1
34	5.2	C=CCNC(=O)NC(=O)COC(=O)Cc1n[nH]c(=O)c2ccccc12
35	2.8	Cc1ccc(-c2cn3nc(N4CCC(C(=O)NCc5ccc(OC(C)C)cc5)CC4)sc3n2)cc1
36	-6.6	O=Cc1c(-c2ccccc2)cc2ccccn12
37	7.3	CCOC(=O)C1CCCN(CC(O)c2ccc(F)cc2)C1 (configuration not stated)
38	9.3	COc1ccc(C(=O)C(C)n2cnc3c2c(=O)n(C)c(=O)n3C)cc1 (configuration not stated)
39	-1.3	COc1ccc(Oc2coc3cc(OC(C)C(=O)OC(C)C)ccc3c2=O)cc1 (configuration not stated)
40	0.8	Cc1oc(-c2ccccc2)nc1CN1CCNC(=O)C1
41	-2.1	COc1ccc(C(C)=O)c(OC(=O)/C=C/c2cccs2)c1
42	-3.5	O=C(Nc1cccc(OCC2CCCO2)c1)C1CCCC1 (configuration not stated)
43	4.4	Clc1ccc(COc2ccc(CNC3CC3)cc2)cc1
44	0.2	N#Cc1nc(-c2cccs2)oc1N1CCN(C(=O)c2cccc(Cl)c2)CC1
45	-0.7	Cc1ccc(S(=O)(=O)Nc2nc3ccccc3nc2Nc2ccc3c(c2)OCCO3)c(C)c1
46	12.0	c1cnc(-c2nn3c(COc4ccc5c(c4)OCO5)nnc3s2)cn1
47	-3.6	O=C(COc1ccc(-n2cnnn2)cc1)Nc1cccc(S(=O)(=O)N2CCOCC2)c1
48	-2.3	COc1ccccc1NC(=O)c1ncoc1-c1ccc(C)o1
49	-1.9	CN(C(=O)Nc1ccccc1F)C(c1ccc(Cl)cc1)c1nccn1C (configuration not stated)
50	6.3	Cc1nc(Cc2nn3c(-c4cc(Cl)ccc4F)nnc3s2)cs1
51	1.5	COc1ccc(OC)c(-c2nnc3ccc(-c4ccc(OC)c(O[C@@H]5CCOC5)c4)nn23)c1
52	0.6	Cc1nc2nc(C(F)(F)F)[nH]n2c(=O)c1Cc1ccc(Br)cc1
53	5.2	CCOC(=O)C1=C(C)N=C2SCCC(=O)N2C1c1ccc(C(C)(C)C)cc1 (configuration not stated)
54	2.6	COc1cccc(C(=O)/C(C#N)=C\c2ccccc2C(F)(F)F)c1
55	12.2	CCOC(=O)Nc1ccc2c(CN3CCC(C(N)=O)CC3)cc(=O)oc2c1
56	4.0	COc1ccc(N2C(=O)CCC2(C#N)c2ccccc2OCc2ccccc2)cc1 (configuration not stated)
57	8.2	NC(=O)c1ccc(S(=O)(=O)N2CCN(C(=O)c3cc4c(s3)CCC4)CC2)cc1
58	-19.5	CCN(CC1COc2ccccc2O1)S(=O)(=O)N1CCOCC1 (configuration not stated)
59	-13.9	CCOC(=O)C(=O)Nc1c(C(=O)Nc2ccc(C)cc2)oc2ccccc12
60	5.2	Cc1cc(C)c2c(C)c(C(=O)O)oc2c1

# Remaining list, next part
No.	LDHA inh	compound
61	-10.2	CCCn1nc(C(=O)OCC(=O)NCc2ccc(F)cc2)c2ccccc2c1=O
62	6.0	COc1ccc2[nH]cc(C3C(NC(=O)c4ccc(Cl)cc4)=C(C)Nc4ncnn43)c2c1 (configuration not stated)
63	7.7	CCc1ccc(NC(=O)N2CCN(Cc3ccc(Cl)s3)CC2)cc1
64	105.1	Cc1nc2cc(NC(C)C(=O)Nc3ccc(C(F)(F)F)cc3)ccc2o1 (configuration not stated)
65	-6.6	COc1ccc(S(=O)(=O)Nc2nc3ccccc3nc2Nc2ccc(Br)c(C)c2)cc1
66	1.8	CN(C)CCN1CCN(C2CN(Cc3cn(Cc4ccc(F)cc4)nn3)S(=O)(=O)C2)CC1 (configuration not stated)
67	-1.2	COC(=O)c1ccc2nc(-c3ccc(Cl)cc3)c(Cc3cccc(Cl)c3)n2c1
68	-0.2	O=C(CSc1nc(-c2ccccc2)cc(=O)[nH]1)Nc1ccc(Cl)c(C(F)(F)F)c1
69	2.4	COC(=O)c1ccc2nc(-c3cccc(Cl)c3)c(Cc3ccccc3)n2c1
70	-4.0	CC12CCC(C/C1=N\O)C2(C)CBr (configuration not stated)
71	-0.2	CN(Cc1cccs1)C(=O)c1cccc(S(=O)(=O)N2CCCC2)c1
72	4.5	O=C(COc1cccc(Cl)c1)Nc1ccc(-c2nc3ccccc3o2)cc1
73	-11.1	Cc1ccc(S(=O)(=O)N2C3CC(c4ccccc4)N(S(=O)(=O)c4cccc(Cl)c4)CC3C(=O)C[C@H]2c2ccccc2)cc1 (some centres not stated)
74	-3.7	O/N=C/c1cccc(Cl)c1Cl
75	1.8	O=C(NCCSc1ccccc1)c1cc(Cl)c2c(c1)OCCCO2
76	5.3	CN(C)c1ccc(N=c2cc(-c3ccccc3)cc(-c3ccccc3)s2)cc1
77	0.6	O=C(COC(=O)C1CCC1)c1ccc[nH]1
78	3.1	CCn1c(C)c(CCC(=O)NCc2cccc(OC)c2)c(=O)n2nc(-c3ccccc3OC)cc12
79	5.6	O=C(OCc1cccc(F)c1F)c1ccc(CN2CCCC2=O)cc1
80	3.7	Cc1cccc(NC(=O)CNC(=O)CCc2c(C)nc3c4ccccc4nn3c2C)c1C
81	2.4	CC(C)(C)OC(=O)NCCC(=O)NC1CCCCC1
82	3.5	CC(C)c1ccc(Nc2nnc(SCC(=O)NC(C)(C)C)s2)cc1
83	-0.5	CCC(=O)N1Cc2cc(C(=O)NCC(F)(F)F)nc(-c3cccc(-c4cncnc4)c3)c2[C@H]1CCO
84	-0.2	Cc1nc(-c2ccc(OC(F)(F)F)cc2)sc1C(=O)N1CCOCC1
85	-7.1	COCc1c(C(=O)OCC(=O)NCC2CCCO2)sc2cccc(F)c12 (configuration not stated)
86	2.3	CCOC(=O)[C@]12CCC=C1N(CCC1=CCCCC1)C(=O)[C@H](CC(=O)NCc1ccc(OC)c(OC)c1)C2
87	-5.5	CCOC(=O)CSc1ncn(-c2nc(NC(C)(C)C)nc(N(C)C)n2)n1
88	-5.6	O=c1c2ccccc2nc2sc(Nc3cccc(-c4ccncc4)c3)nn12
89	0.1	O=C(Nc1ccc(OC(F)(F)F)cc1)C(=O)c1c[nH]c2ccccc12
90	10.0	CC1CCCCC1NC(=O)/C=C/c1cccs1 (configuration not stated)
91	46.0	COc1ccc(NC(=O)c2ccccc2C)c2cccnc12
92	-3.9	Cc1ccc(CNC(=O)C2(C)CN(S(C)(=O)=O)CC(=O)N2c2ccc(Cl)cc2)cc1 (configuration not stated)
93	3.7	CCCCNC1C2CC3CC1CC(C2)C3NCCCC (configuration not stated)
94	-6.4	Cc1cc(C)cc(Nc2nc(NC3CCCC3)nc3c2cnn3-c2ccccc2)c1
95	-3.2	Cc1ccccc1-c1csc(=S)[nH]1
96	1.0	CCN(CC)S(=O)(=O)c1nc(C)c(Cl)c(C)c1C#N
97	4.9	FC(F)Oc1ccc(/C=N/NC(=S)NCc2ccccc2)cc1
98	-5.0	O=C(c1cc2ccccc2oc1=O)N1CCCN(C2CC2)CC1
99	-4.1	CCOC(=O)CC1(NC(=O)N2CCCC2c2ccco2)CCCCC1 (configuration not stated)
100	6.0	CCCOc1c(Br)cc(C(=O)OCC(=O)c2cc(C)c(C)cc2C)cc1OC
101	-11.9	Cc1nc(S(=O)(=O)N2CCC(C(=O)N3CCN(c4ccccc4)CC3)CC2)cn1C
102	3.0	CCCCc1ccc(-c2csc(NC(=O)COCc3nc4ccccc4c(=O)[nH]3)n2)cc1
103	-3.5	Cc1ccc(CNC(=O)CSc2nc3[nH]ncc3c(=O)n2-c2ccccc2)cc1
104	5.5	COc1ccc2nc(SCC(=O)c3cc(C)n(C)c3C)[nH]c2c1
105	12.6	Cc1ccc(CNc2nc(-c3ccco3)nn2S(C)(=O)=O)o1
106	1.1	CC(C(=O)N1CCNC1=O)N(C)Cc1cccc(Cl)c1 (configuration not stated)
107	-1.3	CCOc1ccc(C(=O)NC(CC(=O)OC)c2cccs2)cc1OC (configuration not stated)
108	1.8	OC1(c2cccc3ccccc23)CCN(Cc2ccccc2)C1 (configuration not stated)
109	9.4	CC(Sc1ccc(C(F)(F)F)cn1)C(=O)Nc1ccc(F)cc1 (configuration not stated)
110	1.0	Cc1cc(C(C)(C)c2ccc(OC(=O)c3ccccc3F)c(C)c2)ccc1OC(=O)c1ccccc1F
111	12.8	COc1ccc(-c2nnc(SCCOc3ccc(Cl)cc3Cl)n2C(C)C)cc1
112	6.4	O=C(c1cccc2ccccc12)N(Cc1ccc2cc[nH]c2c1)C1CC1
113	12.4	CCOC(=O)C1C(=O)C=C(/C=C/c2ccccc2)CC1c1ccccc1 (configuration not stated)
114	-6.6	CCOc1ccc(OCCSc2nnc(-c3ccccc3Cl)n2CCCOC)cc1
115	-2.5	CCC(C(=O)NCc1ccccc1)n1c(-c2ccc3c(c2)CCO3)nc2ccccc21 (configuration not stated)
116	0.6	Cc1ccc(/C=C(/C#N)c2ccc(C(F)(F)F)cn2)cc1
117	-14.0	COc1ccc(NC(=O)c2nc(-c3ccccc3)n(-c3ccccc3Cl)n2)cc1
118	0.5	COc1cccc(C2c3c(ncn(-c4cccc(F)c4)c3=N)Oc3ccc4ccccc4c32)c1 (configuration not stated)
119	0.0	CCC(NC(=O)C1CCCO1)c1ccccc1OC(C)C (configuration not stated)
120	0.4	CC(=O)N(c1cccc(C)c1)c1nc(CSc2nnc(C)n2C2CC2)cs1
121	3.6	COCC(C)NC(=O)CCc1ncc(-c2ccc(C)c(C)c2)o1 (configuration not stated)

# Entries listed so far containing an NH in an aromatic ring, in the order listed:
No.	LDHA inh	compound
1	0.3	Cc1cc(N2CCN(C(C(=O)O)c3c[nH]c4cc(Cl)ccc34)CC2)nc2ccccc12 (configuration not stated)
3	0.1	O=c1[nH]c(=O)n(Cc2ccccc2)c2c1CN(Cc1ccccc1)CN2
5	5.0	O=C(NCc1ccc(Cn2cccn2)cc1)c1cn[nH]c1-c1ccccc1
7	-4.9	CSc1ccc(NC(=O)c2n[nH]c(=O)c3ccccc23)cc1
18	1.4	O=C(CCl)c1c[nH]c2ccccc12
27	-2.1	Cn1c(=O)[nH]c(=O)c2c1nc(NCCCO)n2Cc1ccccc1
34	5.2	C=CCNC(=O)NC(=O)COC(=O)Cc1n[nH]c(=O)c2ccccc12
52	0.6	Cc1nc2nc(C(F)(F)F)[nH]n2c(=O)c1Cc1ccc(Br)cc1
62	6.0	COc1ccc2[nH]cc(C3C(NC(=O)c4ccc(Cl)cc4)=C(C)Nc4ncnn43)c2c1 (configuration not stated)
68	-0.2	O=C(CSc1nc(-c2ccccc2)cc(=O)[nH]1)Nc1ccc(Cl)c(C(F)(F)F)c1
77	0.6	O=C(COC(=O)C1CCC1)c1ccc[nH]1
89	0.1	O=C(Nc1ccc(OC(F)(F)F)cc1)C(=O)c1c[nH]c2ccccc12
95	-3.2	Cc1ccccc1-c1csc(=S)[nH]1
102	3.0	CCCCc1ccc(-c2csc(NC(=O)COCc3nc4ccccc4c(=O)[nH]3)n2)cc1
103	-3.5	Cc1ccc(CNC(=O)CSc2nc3[nH]ncc3c(=O)n2-c2ccccc2)cc1
104	5.5	COc1ccc2nc(SCC(=O)c3cc(C)n(C)c3C)[nH]c2c1
112	6.4	O=C(c1cccc2ccccc12)N(Cc1ccc2cc[nH]c2c1)C1CC1
